mcGAS inh – mouse cGAS inhibition by luminescence. actives 0.15% (n = 160,000). recombinant cGAS, Kinase-Glo ATP depletion luminescence. inhibition, % at 12.5 µM;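 also: 0% = negative control wells and 100% = reference inhibitor with no enzyme activity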
NPYLR7 ag – activates Aedes aegypti NPYLR7 receptor. actives 0.15% (n = 270,000). HEK293T NPYLR7/Galpha15, GCaMP6s calcium fluorescence. AID 1259423. activation, % at 10 µM; in the data active = activation above about 40%;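 also: 0% = vehicle and 100% = reference agonist at the receptor; some compounds past the cut are filed as inactive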
hcGAS inh – inhibitors of human cGAS | Q8N884 | AID 1259398 | inhibition, % at 12.5 µM | recombinant h-cGAS, ATP depletion, Kinase-Glo luminescence | actives 0.081% (n = 290,000);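 also: 0% = vehicle reaction and 100% = reaction without DNA for no activity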
Target sequence (Q8N884 whole entry, looked up): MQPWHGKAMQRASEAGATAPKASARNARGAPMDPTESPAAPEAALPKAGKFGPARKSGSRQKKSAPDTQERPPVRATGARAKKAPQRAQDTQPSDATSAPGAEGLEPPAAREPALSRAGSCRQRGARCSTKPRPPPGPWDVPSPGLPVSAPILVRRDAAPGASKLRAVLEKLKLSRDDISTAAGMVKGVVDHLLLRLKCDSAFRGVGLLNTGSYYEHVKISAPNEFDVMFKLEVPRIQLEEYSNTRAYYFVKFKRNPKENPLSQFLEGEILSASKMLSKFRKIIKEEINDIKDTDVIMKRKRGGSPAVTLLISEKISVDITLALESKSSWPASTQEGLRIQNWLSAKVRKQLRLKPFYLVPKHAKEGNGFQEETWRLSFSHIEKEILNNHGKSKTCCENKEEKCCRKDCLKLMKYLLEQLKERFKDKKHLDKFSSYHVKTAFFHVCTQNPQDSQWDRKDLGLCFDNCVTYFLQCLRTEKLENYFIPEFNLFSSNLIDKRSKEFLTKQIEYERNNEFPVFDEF
Numbers without * were called inactive; nt = not tested or not shown; & = joins results of further samples. Rule as the data show it, unless noted: active = inhibition above about 40%; inactive = the rest.

Order of values – hcGAS inh	mcGAS inh	NPYLR7 ag
> CCN(CC)c1ncnc2c1ncn2[C@@H]1O[C@H](COP(=O)(O)OP(=O)(O)C(Br)(Br)P(=O)(O)O)[C@@H](O)[C@H]1O
 : 1	-2	5
> COc1ccc(C(=O)N2CCN(C)C3(CCN(C)CC3)C2)cc1OC
 : -3	nt	8
> CCN(Cc1cccs1)C(C)c1nc2ccccc2c(=O)[nH]1 (stereo unspecified)
 : 7	4	-4
> CN(C)c1ccc(NC(=O)C2C[C@H]2c2ccccc2)cc1C(=O)NC1CCCCC1 (stereo partly specified)
 : -3	-5	-5
> O=C(c1nnc2n1CCN(C(=O)C(c1ccccc1)c1ccccc1)C2)N1CCOCC1
 : -5	nt	2
> O=C(O)c1cccnc1SC1CC(=O)N(C2CCCCC2)C1=O (stereo unspecified)
 : -5	-6	-7
> CCOC(=O)C1=C(C)OC(=N)C(C(=O)OCC)C1c1ccccc1[N+](=O)[O-] (stereo unspecified)
 : -2	nt	0
> COCCN(CC1CCCN(C2Cc3ccccc3C2)C1)C(=O)c1cccnc1 (stereo unspecified)
 : -9	nt	3
> COc1c(C)ccc(NS(=O)(=O)c2ccc(Cl)cc2)c1C
 : 0	nt	-1
> O=C(NCC1CCOCC1)c1cnc(N2CCNC2=O)o1
 : 1	nt	-3
> O=c1oc2cc(OCCO)ccc2c2c1CCC2
 : 9	nt	0
> CCCc1noc(C(C)Nc2ccc(-c3csc(C)n3)cc2)n1 (stereo unspecified)
 : 3	nt	17
> CCC1CCCCN1C(=O)CSc1c(C)[nH]c2ccccc12 (stereo unspecified)
 : -6	nt	-2
> O=C(Nc1nc(-c2ccc(Cl)cc2Cl)cs1)c1ccncc1
 : -4	nt	-4
> CCOC(=O)CCCNC(=O)N1CCN(c2ccc(NC(=O)c3ccccc3OCC)cn2)CC1
 : -2	-9	18
> CCOc1ccc2ncc(C#N)c(Nc3ccc(OC)c(Cl)c3)c2c1
 : -3	-6	-2
> CC(C)N(Cc1nccn1C)C(=O)c1ccc(-c2nnn(C)n2)cc1
 : -2	nt	0
> COc1ccc(OC)c(-c2cncc(N)c2)c1
 : -7	-17	12
> C=CCNC(=S)N=Nc1c(O)[nH]c2c(Cl)cc(Cl)cc12
 : -9	-5	-1
> OCC(O)C(O)C(O)C(O)C(O)CO (stereo unspecified)
 : -6	-5	-5
> O=C(NCCc1nnc2ccc(SCC(=O)N3CCCC3)nn12)c1ccccc1
 : -4	-7	6
> COc1ccc(CCN(C)C(=O)c2cc(C(F)(F)F)cc(C(F)(F)F)c2)cc1OC
 : -3	nt	-9
> Cc1ccc2sc(-c3ccc(N4C(=O)C5CC=CCC5C4=O)cc3)nc2c1 (stereo unspecified)
 : -3	-5	-16
> COCCN(Cc1ccc(C)cc1)Cc1cccn1Cc1cccc(C(F)(F)F)c1
 : -8	-4	-1
> COc1ccc(OC)c2sc(N(Cc3ccccc3)C(=O)c3ccno3)nc12
 : -5	-10	-6
> N#CC(NC(=O)c1ccnc(C2CC2)n1)c1ccsc1 (stereo unspecified)
 : -3&-5	nt	22&-4
> O=C(C=Cc1cccs1)N=C1N=C2C=CC(I)=CN2Cc2ccccc21
 : 5	-5	-10
> O=C1c2ccccc2C(=O)C1C1=NNC(c2ccccc2)C1 (stereo unspecified)
 : 1	-1	-8
> Cc1noc(C)c1CSCC(=O)N1CCCc2c(F)cc(F)cc21
 : -13	nt	-4
> Cc1ccc(O)c(CN2CCCn3cccc3C2c2ccc(Cl)cc2)c1 (stereo unspecified)
 : -8	-6	19
> COC(=O)Cn1c(SCCOc2cccc(OC)c2)nc2ccccc21
 : 1	-1	3
> COc1ccc(NC(=O)C(C)n2cccn2)cc1NC(=O)c1ccccc1 (stereo unspecified)
 : 3	-11	-2
> COc1ccc(N2CCN(C(=O)C3CC=CCC3C(=O)NC(c3ccccc3)c3ccccc3)CC2)cc1 (stereo unspecified)
 : -7	nt	-6
> Cc1cc2nc(CN3CCc4onc(-c5ccccc5)c4C3)cc(=O)n2[nH]1
 : 4	nt	2
> CSc1ccc(CN2C(=O)C(C)ON=C2c2ccncc2)cc1 (stereo unspecified)
 : 0	nt	4
> c1ccc2[nH]c(CCNc3nc(-c4ccncc4)nc4c3CCNC4)nc2c1
 : 2	-7	-4
> Cn1ccn2ncc(C(=O)N3CCn4nc(C(=O)N5CCCC5)cc4C3)c12
 : -6	-12	-8
> CC1(C)C(Cl)C(=O)C(=C(O)c2ccccc2)C(=O)C1Cl (stereo unspecified)
 : 2	nt	-3
> COc1ccc2nc(SCC(=O)Nc3c(C#N)c4c(n3CC3CCCO3)CCCC4)[nH]c2c1 (stereo unspecified)
 : -16	nt	-2
> COc1cc(OC)cc(C2=NC3(CCCC3)N(C(=O)c3ccccc3)C2=S)c1
 : -1	-6	2
> Cc1cccc(NS(=O)(=O)c2ccc(Cl)c(C(=O)Nc3ccccc3C(=O)O)c2)c1
 : 12	11	-30
> Cc1ccccc1C(CC(=O)NCCN1CCCCC1=O)c1ccccc1 (stereo unspecified)
 : 2	nt	0
> COc1ccc(NC(=O)c2cn(C)c3c(=O)n(-c4ccccc4)c(=O)[nH]c23)c(OC)c1
 : -7	nt	2
> CC1CCCCN1C(=O)CC1Sc2ccc(Cl)cc2NC1=O (stereo unspecified)
 : 6	nt	3
> CC1CCN(C(=O)CSc2ccc(NC(=O)C3CC3)nn2)CC1
 : 1	nt	-4
> CC1CN(C(=O)Cn2cc(SCC(=O)Nc3ccc4c(c3)OCCO4)c3ccccc32)CC(C)O1 (stereo unspecified)
 : -6	-7	-3
> CCn1cc(C(=O)N2CCN(C(=O)C(C)Oc3ccccc3)CC2)c2nn(-c3ccccc3)c(=O)c-2c1 (stereo unspecified)
 : -7	-6	0
> CSc1nn(CC(=O)Nc2ccc(C)cc2)c(N)c1-c1nc(-c2ccc3c(c2)OCO3)no1
 : -8	-9	11
> Cc1ccc(Cl)cc1N=Nc1c(C)[nH]n(-c2nc(-c3ccc(Br)cc3)cs2)c1=O
 : -5	-8	-6
> Cc1cccc(-n2ncc(C(=O)NCCN3C(=O)CSC3=O)c2N)c1C
 : -8	nt	1
> Cc1nc(CSc2nnc(-c3cccs3)n2C2CC2)cs1
 : -6	-5	-1
> CCOc1cc(/C=C/C(=O)N2CCOCC2C#N)ccc1OC (stereo unspecified)
 : 4	nt	0
> CCn1cc(NC(=O)CCc2cc(Cl)cs2)cn1
 : -10	-7	7
> O=C(NCCc1cnc[nH]1)c1cccnc1N1CCCC1c1ccncc1 (stereo unspecified)
 : -4	nt	5
> c1ccc2c(c1)CCCN2c1nc2ccccc2n2cnnc12
 : -7	-2	2
> C=CC1=C(C)/C(=C/c2[nH]c(Cc3[nH]c(/C=C4\NC(=O)C(C)=C4C=C)c(C)c3CCC(=O)O)c(CCC(=O)O)c2C)NC1=O
 : -5	nt	3
> N#CCCCOc1cccc(NC(=O)Nc2ccc(CC#N)cc2)c1
 : 2	nt	2
> O=C1CC2(CCN(Cc3ccc4c(c3)Cc3ccccc3-4)CC2)CN1
 : -3	-8	1
> Cc1nn2c3c(nnc2c1-c1cccc(Cl)c1)C(=O)CC(C)(C)C3
 : 0	nt	-11
> CC(C)Nc1cc(N2CCN(Cc3nccn3C(C)C)CC2)ncn1
 : -9	-13	nt

The list goes on:
Order of values – hcGAS inh	mcGAS inh	NPYLR7 ag
> CC(C)c1cc(Cn2nc(C3CCCNC3)n(-c3ccccc3)c2=O)on1 (stereo unspecified)
 : 3	nt	1
> COc1cc(CN2CCCn3cccc3C2c2ccoc2)cc(OC)c1 (stereo unspecified)
 : -1	-4	6
> CCC1CN(CC(=O)NCC(c2ccccn2)N2CCOCC2)Cc2cc(OC)ccc2O1 (stereo unspecified)
 : -8	-11	1
> CCOC(=O)C1CCN(C(=O)c2cn(C)c3c(=O)n(-c4ccc(Cl)cc4)c(=O)[nH]c23)CC1
 : -4	nt	3
> O=C(CN1CCOCC1)NCCC12CC3CC(CC(C3)C1)C2
 : -6	-9	4
> CCOC(=O)c1sc2nc(C(C)Sc3nnc(C)s3)[nH]c(=O)c2c1C (stereo unspecified)
 : 2	nt	2
> Cc1ccsc1CNc1cccc(C(=O)N2CCn3cncc3C2)c1
 : -1	nt	-4
> CCc1nnc(CN2CCC3(CCCO3)CCC2=O)o1 (stereo unspecified)
 : -5	-17	21
> CC(Sc1nccn1C1CC1)C(=O)Nc1c(F)cccc1F (stereo unspecified)
 : -13	nt	16
> CCCCS(=O)(=O)N1CCN(c2nc3ccccc3nc2C(=O)OCC)CC1
 : -4	-3	11
> Cc1nn(C(=O)/C=C/c2ccccc2)c(C)c1Sc1ccccc1
 : -10	nt	0
> CC1CN(c2cc(Oc3ccccc3Cl)ncn2)CCN1C(=O)c1ccc([N+](=O)[O-])cc1 (stereo unspecified)
 : -2	-9	-7
> O=c1[nH]cnc2c1sc1nc(-c3ccco3)c3c(c12)CCCC3
 : -3	nt	7
> COc1cccc(CC2(C3CCNCC3)NC(=O)NC2=O)c1 (stereo unspecified)
 : -5	-17	28
> Cc1ccc(NC2CCCN(C3CCN(Cc4ccccn4)CC3)C2)cc1C (stereo unspecified)
 : -7	nt	19
> Cc1ccc(S(=O)(=O)Nc2cccc(-c3ccc4nnc(C)n4n3)c2)s1
 : -1	-6	-13
> Cc1ccc(C)c(-c2[nH]ncc2CN2CCCn3cncc3C2)c1
 : -7	-8	15
> CCCCn1c(=S)[nH]c2sc(C)c(C)c2c1=O
 : -3	-5	13
> Cc1ccc(-n2c(=O)c3ccccc3n(Cc3ccc(C(=O)NCCN4CCOCC4)cc3)c2=O)cc1C
 : -5	-5	-1
> CC(CO)CN(Cc1ccccc1)C(=O)c1ncccc1O (stereo unspecified)
 : 0	nt	-1
> CC(C)c1nccc(-c2c(-c3ccccc3)ncn2C(C)Cc2ccncc2)n1 (stereo unspecified)
 : -4	-1	-13
> Cc1ccc(C(=O)NC2CCCCNC2=O)cc1NC(=O)c1ccccc1 (stereo unspecified)
 : -9	-14	1
> Cc1ccccc1C(=O)NNc1cc(=O)n(C)c(=O)n1C
 : -1	-5	11
> c1ccc(-c2ncn(CCCCN3CCCC3)c2-c2cccnc2)cc1
 : -1	-5	2
> COC(=O)c1ccc(Cn2cnc([N+](=O)[O-])n2)o1
 : -6	nt	0
> Cc1cc(OCc2nc(SC3CC(C)OC3=O)n[nH]2)ccc1Cl (stereo unspecified)
 : 1	nt	1
> Cc1c(C(N)=O)nnn1-c1ccc(OCc2ccccc2)cc1
 : -2	-2	-21
> COCc1ccccc1CNC(=O)c1cc(C)oc1C
 : -1	-5	11
> O=c1cc(CSc2ncnc3sc4c(c23)CCC4)nc2sccn12
 : 4	nt	15
> COc1cc(C)ccc1Oc1cc(N2CCN(C(=O)c3ccc([N+](=O)[O-])cc3)C(C)C2)ncn1 (stereo unspecified)
 : -8	-6	5
> Cc1noc(C)c1S(=O)(=O)NC(=O)C1(C)CCN1C(=O)Cc1ccc(C(C)(C)C)cc1 (stereo unspecified)
 : -4	nt	6
> CC(C)(C)CC(C)(C)c1cc(Cc2cc(C(C)(C)CC(C)(C)C)cc(-n3nc4ccccc4n3)c2O)c(O)c(-n2nc3ccccc3n2)c1
 : -3	nt	5
> CCN(Cc1cc(C(C)(C)C)n[nH]1)Cc1c(C)nn(CC)c1C
 : -7	nt	7
> CN1CCN(C(=O)C/C=C/c2ccc(F)cc2)C(C)(C)C1=O
 : -4	nt	6
> Cc1cc(CSc2ccc(S(=O)(=O)N3CCCC3)cn2)no1
 : -9	nt	1
> O=S(=O)(NCCOc1ccc(-c2cccs2)nn1)c1ccccc1Cl
 : -5	-1	-2
> CC(=O)Nc1ccc(C(=O)N2CCN(Cc3cccc(-c4noc(CC(C)C)n4)c3)CC2)cc1
 : -6	-9	4
> CCOC(=O)c1cnc(-c2ccc(OC)c(OC)c2)nc1NCc1sccc1C
 : 0	-2	25
> CCC(OC1CCCC1)C(=O)N1CCC(n2cc(C)cn2)CC1 (stereo unspecified)
 : -8	nt	-2
> CNS(=O)(=O)c1ccc2c3c(cccc13)C(=O)N2
 : -4	-7	5
> O=C(NCc1ccccc1)c1cc(S(=O)(=O)N2CCOCC2)ccc1Cl
 : 2	-2	4
> Cc1ccc(Sc2ncccc2C(=O)N2CC(C)OC(C)C2)cc1C (stereo unspecified)
 : -8	-8	11
> Cc1cc(C)c2c(n1)nn1c(NCc3ccccc3)cc(C)nc21
 : 1	-1	1
> CC(C)C(O)c1nnc(Nc2cccc(OC(F)(F)F)c2)s1 (stereo unspecified)
 : -2	-6	4
> Cc1cccc(N2CCn3c2nc2c3c(=O)n(C)c(=O)n2C)c1
 : -8	-8	nt
> CCCOC(=O)CNC(=O)c1ccc(-c2n[nH]c3c2CCc2cc(OC)ccc2-3)cc1
 : -6	-6	nt
> COCC1(CNC(=O)CC(=O)Nc2ccc(C)cc2)CC1
 : -1	2	2
> COc1ccc(CCN2C(=O)CC(N(C)Cc3ccsc3)C2=O)cc1 (stereo unspecified)
 : 0	nt	1
> c1ccc(-c2nnc3ccc(-c4ccc5ncccc5c4)cn23)cc1
 : 3	-4	-11

An excerpt of these results, as labelled records:
> CCCOC(=O)CNC(=O)c1ccc(-c2n[nH]c3c2CCc2cc(OC)ccc2-3)cc1
  hcGAS inh = -6; mcGAS inh = -6; NPYLR7 ag = nt

> COCC1(CNC(=O)CC(=O)Nc2ccc(C)cc2)CC1
  hcGAS inh = -1; mcGAS inh = 2; NPYLR7 ag = 2

> COc1ccc(CCN2C(=O)CC(N(C)Cc3ccsc3)C2=O)cc1 (stereo unspecified)
  hcGAS inh = 0; mcGAS inh = nt; NPYLR7 ag = 1

> c1ccc(-c2nnc3ccc(-c4ccc5ncccc5c4)cn23)cc1
  hcGAS inh = 3; mcGAS inh = -4; NPYLR7 ag = -11

No enrichment for hits. Share with any hit: about 0.29%.
